Bioassay records from PubChem BioAssay.
HGIII-sPLA2 inh – Blocks human group III sPLA2 activity. Q9NZ20. QFRET BODIPY PC-A2 liposome hydrolysis, fluorescence. inhibition, % at 12.2 µM. hit rate 0.56% among 370,000. AID 743126;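 active means inhibition above mean plus 3 SD of compounds lying within the high and low control bounds, cut at about 19% in these data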;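 further: 0% = median of test compound wells and 100% = no enzyme DMSO wells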
hcDAF-12 act – activators of H. contortus DAF-12 nuclear receptor | AID 652067 | hit rate 1.4% among 370,000 | HEK293 hcDAF-12 lit1-tk-luc reporter, luminescence; 0% DMSO, 100% Δ7-dafachronic acid | activation, % at 6.8 µM;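 active means activation above the mean of all tested compounds plus 3 SD, cut at about 5.5% in these data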;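 further: 100% = response to 3 µM Δ7-dafachronic acid high control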
GC-A act – GC-A (human) enzyme activation. P16066. HEK293 GC-A cells, cGMP TR-FRET, EC30 ANP; 0% at EC30 ANP, 100% saturating ANP. activation, % at 10 µM. hit rate 0.14% among 370,000. AID 1671463; in the data active means activation above about 40%
Target sequence (P16066 whole entry, looked up): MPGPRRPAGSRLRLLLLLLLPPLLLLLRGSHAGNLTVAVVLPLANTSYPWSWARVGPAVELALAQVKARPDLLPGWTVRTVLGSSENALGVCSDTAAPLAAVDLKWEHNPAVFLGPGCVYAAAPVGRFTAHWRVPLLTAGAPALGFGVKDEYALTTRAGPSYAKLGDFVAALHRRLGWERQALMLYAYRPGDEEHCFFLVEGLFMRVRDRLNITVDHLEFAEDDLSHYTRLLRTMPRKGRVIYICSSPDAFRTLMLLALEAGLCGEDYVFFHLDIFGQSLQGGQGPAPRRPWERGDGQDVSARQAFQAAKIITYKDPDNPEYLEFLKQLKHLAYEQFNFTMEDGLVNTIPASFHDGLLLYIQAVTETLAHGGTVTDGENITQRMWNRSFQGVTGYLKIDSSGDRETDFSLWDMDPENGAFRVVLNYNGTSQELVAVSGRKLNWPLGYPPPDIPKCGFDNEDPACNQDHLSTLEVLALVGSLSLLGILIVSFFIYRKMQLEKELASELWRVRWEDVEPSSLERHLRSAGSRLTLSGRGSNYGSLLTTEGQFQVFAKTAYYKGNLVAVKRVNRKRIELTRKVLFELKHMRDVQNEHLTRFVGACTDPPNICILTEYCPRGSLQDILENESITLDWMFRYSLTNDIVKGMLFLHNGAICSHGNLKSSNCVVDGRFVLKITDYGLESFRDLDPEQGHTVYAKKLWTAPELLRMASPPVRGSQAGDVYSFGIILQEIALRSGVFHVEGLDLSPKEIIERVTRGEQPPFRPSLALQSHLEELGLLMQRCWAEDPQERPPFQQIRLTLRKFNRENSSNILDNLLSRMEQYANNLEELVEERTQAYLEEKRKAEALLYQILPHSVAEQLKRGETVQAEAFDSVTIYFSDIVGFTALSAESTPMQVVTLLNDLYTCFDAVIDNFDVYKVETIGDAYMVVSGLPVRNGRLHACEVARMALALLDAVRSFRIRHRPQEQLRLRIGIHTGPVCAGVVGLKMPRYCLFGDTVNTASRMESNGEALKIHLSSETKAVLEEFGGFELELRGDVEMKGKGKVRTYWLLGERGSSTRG
SMARCA2 act – activators of SMARCA2 function | activation, % at 9.1 µM | MG213 cells, MMTV-luciferase reporter, dexamethasone, overnight | hit rate 1% among 370,000 | AID 652017; in the data active means activation above about 7.8%;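 further: 0% = vehicle wells and 100% = reference activator wells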
GAA850 FXN act – activators of GAA850 frataxin (FXN) promoter | HEK293 lucGAA850 FXN promoter luciferase reporter, 24 h; percent of 10 µM SAHA response | hit rate 0.56% among 360,000 | activation, % at 6 µM;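 active means activation above the average of all compounds screened plus 3 SD, cutoff fixed separately per campaign, cut at about 7.5% in these data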;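 further: 0% = DMSO wells and 100% = 10 µM SAHA wells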
DAX1 inh-1 – DAX1 (NR0B1) inhibition, primary screen; HEK293T StAR-luciferase reporter, SF-1/DAX-1 repression relief; inhibition, % at 6.8 µM; hit rate 1.1% among 370,000; AID 652010;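 active means inhibition above the mean over all tested compounds plus 3 SD, cut at about 3.6% in these data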;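 further: 0% = DAX-1 cells with DMSO and 100% = cells lacking DAX-1 with DMSO; higher inhibition means more luminescence from relief of DAX-1 repression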
DAX1 inh-2 – inhibitors of human orphan nuclear receptor DAX1 (NR0B1); hit rate 0.99% among 340,000; P51843; HEK293 Gal4-DAX1 luciferase reporter, luminescence; inhibition, % at 6.75 µM; AID 504766;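 active means inhibition above the mean over all tested compounds plus 3 SD, cut at about 4.2% in these data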;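 further: 0% = DAX1-transfected cells with DMSO and 100% = empty-vector control cells with DMSO; inhibition shows as a rise in luminescence from relieved DAX1 repression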
ADAM10 inh – inhibits human ADAM10 | O14672 | recombinant ADAM10, EDANS/DABCYL FRET peptide cleavage, 3 h | inhibition, % at 7 µM | hit rate 0.62% among 370,000;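 active means inhibition above a per-campaign cutoff equal to the mean of compounds falling between control-based bounds plus 3 SD, cut at about 20% in these data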;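 further: 0% = DMSO wells while the 100% control is not disclosed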
hgDAF12 agonist – hgDAF-12 agonism, primary luciferase screen | HEK293 GAL4-hgDAF12 UAS-luciferase reporter, agonist luminescence; normalized to butyrate control | activation, % at 6.8 µM | hit rate 1.8% among 370,000 | AID 687014;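 active means activation above a cutoff set at the mean of all screened compounds plus 3 SD, cut at about 10% in these data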;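 further: 0% = DMSO wells and 100% = sodium butyrate wells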
NPR2 activator – GC-B (human) receptor activation; HEK293-GC-B cells, CNP EC30, cGMP TR-FRET; 0% at EC30 CNP, 100% saturating CNP; activation, % at 10 µM; hit rate 0.11% among 370,000; AID 1920062;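 active means activation at 10 µM reaching about 35% in either raw or pattern-adjusted values, limit read from the data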
ssDAF-12 act – activates DAF-12 receptor from parasite S. stercoralis | activation, % at 6.8 µM | hit rate 1% among 370,000 | HEK293 ssDAF-12/GRIP1 lit1-tk-luc reporter, luminescence; % of 3 µM dafachronic acid response | AID 652126;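 active means activation above the mean over all tested compounds plus 3 SD, cut at about 0.9% in these data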;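 further: 0% = DMSO-only wells and 100% = 3 µM delta7-dafachronic acid wells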
* hit, by the source's call; i = inactive; · = not tested or not shown.

SMILES	HGIII-sPLA2 inh	hcDAF-12 act	GC-A act	SMARCA2 act	GAA850 FXN act	DAX1 inh-1	DAX1 inh-2	ADAM10 inh	hgDAF12 agonist	NPR2 activator	ssDAF-12 act
CCOc1ccc(/C=C2/SC(=S)N(CCC(=O)Nc3ccc(C(=O)O)cc3)C2=O)cc1	6	-1.5	5	-1	0.3	-0.8	1.4	-11	1.3	-4	-0.5
CCCc1cc(=O)[nH]c(SCc2ccc(F)cc2)n1	-6	-0.7	1	-1	2.6	0.3	-1.4	2	2.4	-2	-1.0
COc1ccc(S[C@]2(C(=O)N3CCN(c4ncccn4)CC3)CC(=O)N(P(=O)(OC)OC)[C@@H]2c2ccc(OC)cc2)cc1	-5	-1.4	2	-1	·	-1.5	·	-2	3.0	10	-1.1
Cc1cc(NC(=O)c2ccc(Cl)cc2)c(C(C)C)cc1O	4	-0.4	7	-3	0.2	-0.3	-0.2	-1	-2.3	5	-1.4
COc1ccc(C(=O)N2CC3(C)CC2CC(C)(C)C3)cc1OC (configuration not stated)	11	2.6	1	-3	3.9	-0.6	0.3	1	-1.4	9	-1.9
O=C(CSc1nnc(C2CC2)n1-c1ccccc1)N1CCCC1	10	1.4	1	-3	0.6	-0.1	0.2	-15	-1.7	2	-0.7
O=C(Nc1ccc2oc(-c3ccncc3)nc2c1)c1ccc2c(c1)OCCO2	-1	-1.9	6	0	0.0	-0.5	5.7*	-10	0.3	0	-2.5
O=c1[nH]c2ccccc2cc1CN(Cc1ccco1)S(=O)(=O)c1ccc(F)cc1	-2	-2.4	2	-8	-1.5	-0.6	-0.4	-29	0.2	-2	-1.2
Cc1ccnc(NC(=O)CNC(=O)C23CC4CC(CC(C4)C2)C3)c1	10	0.9	4	1	0.6	1.4	0.7	-3	5.3	-2	-0.8
CCN(CC)C(=O)Cn1cc([N+](=O)[O-])cc1[N+](=O)[O-]	6	-0.1	2	1	-1.1	-0.9	1.2	-18	-1.6	-2	-0.3
Cc1ccc(OCC(=O)Nc2ccccc2[N+](=O)[O-])c(Br)c1	-2	0.0	-3	5	7.6	2.1	0.5	3	7.4	-3	1.0*
CCC(C)NC(=O)/C=C/c1ccc(S(=O)(=O)NCc2ccco2)cc1 (configuration not stated)	-5	-1.5	0	0	0.8	-0.5	1.1	2	-1.0	1	-1.4
COc1ccc([C@H]2C[C@@H](n3cc(-c4ccc(F)cc4)nn3)[C@H](O)CN2Cc2cccs2)cc1	-5	0.1	-7	-4	0.8	1.1	0.4	-45	-1.0	-6	-1.1
CCN(Cc1ccccc1)C(=O)Cn1c(C(C)O)nc2ccccc21 (configuration not stated)	0	-0.3	-5	-4	1.4	-0.1	0.5	1	-0.5	-1	-0.8
O=C(CCCCCn1nnc2ccccc2c1=O)N[C@H](C(=O)O)c1ccccc1	0	-0.1	0	-1	-0.4	0.1	-1.4	-5	1.5	5	-1.2
Cc1ccc(NC(=O)CCC(=O)Nc2nnc(C3CCCCC3)s2)cc1	-2	0.4	5	0	1.2	-0.1	-0.1	1	1.5	3	-0.8
COCCN1CN=C(Nc2nc3ccccc3s2)NC1	3	1.7	2	1	1.6	1.5	0.2	-1	5.0	0	0.5
CC1=C(C(N)=O)C(c2cccc(O)c2)n2nc(CCCO)nc2N1 (configuration not stated)	3	-2.1	4	-2	-1.1	-0.8	-0.4	-17	-0.7	-1	-0.6
COc1cccc(-c2nc3ccccc3c(=O)n2NC(=O)c2cccnc2Cl)c1	0	-0.6	6	-3	0.6	-0.1	0.1	1	-3.9	1	-1.5
COc1ccccc1C1N(c2ccc(F)cc2)C(=O)C2CCCN21 (configuration not stated)	-1	1.3	-3	1	-0.3	0.1	-0.4	-7	1.3	2	-0.6
CC(C)Cc1nc2oc3c(NCCCN4CCOCC4)ncnc3c2c2c1CCC2	-4	-2.4	9	-2	3.0	-0.8	-1.3	-32	-3.6	1	-2.2
O=C(C1CCCCN1S(=O)(=O)c1ccccc1)N1CCN(Cc2ccccc2)CC1 (configuration not stated)	1	-1.5	0	-2	-0.8	0.3	0.3	2	-0.7	2	-1.8
CCn1c(SCC(=O)c2ccccc2)nnc1-c1ccoc1C	-32	-0.6	-7	1	-1.5	0.0	-1.1	-1	1.6	-4	-1.3
CCOC(=O)CSC1=C(C#N)C(c2ccc3c(c2)OCO3)CC(=O)N1 (configuration not stated)	0	-2.0	-3	-2	-3.5	-1.0	0.9	-9	-0.8	2	-1.5
COc1ccc2c(c1)C(=NNC(=O)c1ccccn1)c1cc(OC)ccc1-2	-2	2.8	0	-2	0.6	-0.1	-1.5	-2	2.8	0	-0.9
Cc1ccc2nc(/C(C#N)=C\c3cc(C)n(-c4cccc([N+](=O)[O-])c4)c3C)[nH]c2c1	-1	-4.9	8	-1	1.3	-3.0	-2.2	-1	-4.1	14	-2.7
O=C(NC1CCN(C(=O)Nc2cccc(F)c2)CC1)c1ccco1	1	1.8	7	-1	-1.5	-0.3	-0.5	-7	0.7	0	-1.4
CCSc1nnc(NC(=O)c2ccc3nc[nH]c3c2)s1	-14	2.2	-4	6	2.4	0.9	2.3	-2	13*	-4	-1.0
Cn1c(NCc2cccnc2)nc2cc(-c3ccc(F)cc3)sc2c1=O	-2	-0.6	4	-1	6.9	-0.1	·	-27	8.4	-4	-1.1
COc1ccccc1NC(=O)COC(=O)C1CC2C=CC1C2 (configuration not stated)	-1	-2.8	2	3	-2.4	-0.3	0.7	4	-2.9	2	-1.2
CC(C)CNc1ncnc2c1ncn2[C@H]1CN(Cc2ccc(Cl)cc2)C[C@@H](CO)O1	-2	-2.7	-2	-2	-1.9	-1.0	·	3	-3.2	-12	-1.1
O=C(c1ccc(C(F)(F)F)cc1)N1CCC(=O)N([C@H](COCc2ccccc2)Cc2ccccc2)CC1	-18	-0.1	0	-1	·	-2.8	·	17	-2.0	-2	-1.3
CCN(Cc1ccccc1)C(=O)c1ccc(CS(=O)c2ccccc2C)o1 (configuration not stated)	3	-1.9	-2	-4	-0.8	-0.3	0.2	-7	-2.8	-1	-1.0
COc1ccc(NC(=O)COc2ccc(N(C)S(=O)(=O)c3ccc(C)cc3)cc2)cc1	-10	-2.7	-2	-3	1.5	-0.6	-1.1	9	-1.4	-2	-1.8
CCN(CC)CC(=O)NC1CC(C)(C)Cc2c1cnn2-c1ccc(F)cc1 (configuration not stated)	-4	-1.2	0	0	0.8	0.1	0.2	-1	-0.4	3	-0.9
COc1ccc(C(CC(=O)NCC(OC)OC)NS(=O)(=O)c2ccc(Cl)cc2)cc1 (configuration not stated)	-2	-1.5	4	-1	-0.3	0.3	-0.7	-3	2.9	-1	-1.6
CNc1oc(Cc2ccccc2)nc1S(=O)(=O)c1ccc(Cl)cc1	8	-1.1	2	3	-0.3	0.5	0.8	-3	1.6	3	-0.9
Cc1ccc2c(c1)c(-c1csc(N)n1)c(C)n2C	7	2.9	-13	-1	0.4	0.4	0.1	-12	1.8	-8	1.6*
CCN1C(=O)N(CC)C(O)(c2ccccc2)C1(O)c1ccccc1 (configuration not stated)	3	-1.9	-1	2	1.7	0.1	-0.3	11	-0.8	2	-0.7
CCOc1c2ccoc2nc2c(OC)c(OC)ccc12	3	-0.2	3	5	0.5	0.6	-1.4	i	4.0	-6	-0.9

Arranged by value in NPR2 activator (lowest first): 3 of the compounds above.
Structure	NPR2 activator
CCOc1c2ccoc2nc2c(OC)c(OC)ccc12	-6
O=C(C1CCCCN1S(=O)(=O)c1ccccc1)N1CCN(Cc2ccccc2)CC1 (configuration not stated)	2
CCN(CC)CC(=O)NC1CC(C)(C)Cc2c1cnn2-c1ccc(F)cc1 (configuration not stated)	3

The list goes on:
SMILES	HGIII-sPLA2 inh	hcDAF-12 act	GC-A act	SMARCA2 act	GAA850 FXN act	DAX1 inh-1	DAX1 inh-2	ADAM10 inh	hgDAF12 agonist	NPR2 activator	ssDAF-12 act
CC(OC(=O)c1ccncc1)C(=O)Nc1cccc(Cl)c1 (configuration not stated)	4	-0.2	-10	3	0.9	-0.6	-0.2	7	-0.5	-18	-1.5
COc1cc(OC)cc(N2CCN(S(=O)(=O)c3ccc(-n4cnnn4)cc3)CC2)c1	2	-0.2	-3	9.6*	-2.6	0.2	0.6	0	-1.3	-3	-1.1
CC(=O)c1c(C)nc(-c2ccccc2)nc1N	0	0.8	-1	0	1.9	0.3	0.9	-6	8.1	1	-0.6
CCC(=O)c1ccc(OCC(O)CN2CCN(c3ccc(F)cc3)CC2)cc1 (configuration not stated)	4	-1.1	-1	-2	-1.3	1.0	0.6	-6	1.9	-3	-1.1
O=C(OCc1ccccc1)N1CCC2CC1c1cc(N3CCCCC3)ccc12 (configuration not stated)	0	1.9	2	-1	1.1	1.6	-1.2	0	3.5	-6	-1.1
Nc1nonc1C(=O)N/N=C/c1ccc(Br)o1	0	-1.9	-3	-3	0.5	1.0	-0.8	4	0.5	-8	0.6
O=C(Cn1cncn1)NCCC(c1ccccc1)c1ccccc1	0	-1.6	1	-4	0.9	-1.1	-0.4	-7	1.0	1	-1.3
Cc1cc(Nc2nn(C)c(N)c2C#N)ccc1F	5	2.1	0	1	3.9	0.2	0.0	-7	0.8	-5	-1.3
O=C(CN(C(=O)c1csnn1)c1ccc(F)c(Cl)c1)NCc1ccccc1	-6	0.1	-2	2	-0.1	-0.3	1.2	4	-1.7	0	-0.8
O=C(O)CCCC(=O)Nc1nncs1	-1	0.0	0	2	2.9	-0.7	0.9	5	5.2	0	-1.4
Cc1ccc(CC(=O)NC2CCN(Cc3ccccc3)CC2)cc1	-2	-3.1	9	2	0.0	-0.3	1.0	7	0.1	2	-0.5
Cc1c(C(=O)N2CCCCCC2)nnn1-c1nonc1N	1	-0.6	-1	1	-0.6	-0.2	0.1	2	-0.6	4	-0.9
CS(=O)(=O)N(CC(=O)N1CCc2ccccc2C1)c1ccccc1Br	5	-0.2	-1	-3	-0.2	-0.2	-0.2	12	0.8	-1	-0.3
CCCOc1ccc(CSCCNC(=S)Nc2ccccc2)cc1	-13	-2.0	4	-6	-1.6	-2.1	-0.5	7	2.1	-6	-1.8
CCOc1ccc(NC(=O)CN(C)C(=O)CCC2CCCCC2)cc1OCC	0	0.0	2	-1	1.9	-1.3	0.7	-4	4.2	-1	-1.7
COc1cccc(/C=C/C(=O)c2ccc[nH]2)c1	-6	3.2	6	2	3.6	1.3	2.0	-4	6.2	1	1.2*
C/C(CC(=O)Nc1cccc2c1CCCC2)=N\NC(=O)COc1ccccc1	-26	-0.8	0	4	0.1	-0.2	-0.8	7	-2.8	-7	-0.9
O=C(c1ccc2c(c1)OCO2)N1CCC2(CC1)Oc1ccc(F)cc1C(=O)C21CC(c2ccccc2)=NO1 (configuration not stated)	-4	0.4	-6	0	-1.0	-0.2	0.5	12	-3.6	0	-1.7
CCOC(=O)C(/C(N)=N/C(=O)Nc1ccccc1)=C(\C)O	2	-0.6	6	3	-0.4	-0.3	-0.2	-1	-0.2	-6	-1.5
